Screening results from PubChem.
All columns: NCI-60 one-dose screen, growth in % after 48 h at 10 µM unless noted; 100 = growth as untreated, 0 = no growth, -100 = all killed.
HS 578T: HS 578T breast cancer. 78,000 compounds, 4.1% hits
MALME-3M: MALME-3M melanoma. 78,000 compounds, 5.8% hits. AID 1794766
MDA-MB-231: MDA-MB-231 breast cancer; 81,000 compounds, 5% hits
BT-549: BT-549 breast cancer; 78,000 compounds, 4.4% hits; AID 1794793
SK-MEL-2: SK-MEL-2 melanoma | 77,000 compounds, 4.7% hits
MCF7: MCF7 breast cancer | 82,000 compounds, 6.3% hits | AID 1794796
LOX IMVI: LOX IMVI melanoma; 79,000 compounds, 7.4% hits; AID 1794757
T-47D: T-47D breast cancer. 79,000 compounds, 5% hits. AID 1794792
* marks the source's active call; other numbers are inactive results; . = no result given; & = joins results of further samples. How the source made its calls: active means growth percent below 10; inactive means the rest.

Results follow in this order: HS 578T	MALME-3M	MDA-MB-231	BT-549	SK-MEL-2	MCF7	LOX IMVI	T-47D
> Cc1ccc(C2=NN(C(=O)c3ccc(S(N)(=O)=O)cc3)C(c3ccc(C)cc3)C2)cc1 (stereo unspecified)
    87	96	96	102	101	78	90	77
> COc1cc(NS(=O)(=O)c2ccccc2)c2nc3ccc(Cl)cc3nc2c1
    91	96	97	129	109	99	93	107
> Cc1ccc2c(c1)c(=O)n(-c1ccccc1)c1nnc(/C=C/c3ccccc3)n21
    103	.	109	84	95	92	94	91
> O=c1c2ccccc2n(CC(O)CN2CCCC2)c2c(Br)cccc12 (stereo unspecified)
    99	125	129	92	112	93	97	93
> COc1cc(CNC(=O)/C=C/C=C/c2ccc3c(c2)OCO3)ccc1OCc1cn(-c2ccc(Cl)c(Cl)c2)nn1
    7.2*	-55*	5.5*	-8.9*	-37*	-46*	12	-4.4*
> COc1ccc(C(=O)c2c(N)c(C#N)cn2-c2ccccc2OC)cc1
    13	42	49	64	45	14	24	32
> CNC(=O)c1cc(-c2ccc(NC(=O)Nc3ccc(C)cc3)cc2)nc2cccnc12
    106	109	93	104	103	46	101	90
> COC1=C(Nc2ccccc2)C(=O)C(OC)=C(Nc2ccccc2)C1=O
    106	.	105	113	103	105	100	93
> NC(=O)Cc1ccccn1
    107	110	100	105	107	100	97	92
> COc1cc(N=C2C(=O)N(Cc3ccc(Cl)cc3)c3ccccc32)cc(OC)c1OC
    103	86	85	95	71	88	72	61
> Nc1ncnc2sc(-c3ccc(Cl)cc3)c(-c3ccccc3)c12
    95	88	81	88	101	85	87	83
> Cn1c(N)nc2c1c(=O)[nH]c(=O)n2C
    .	118	103	104	113	.	99	111
> CCCCNC(C)c1ccccc1 (stereo unspecified)
    94	103	100	113	112	98	93	96
> COc1cc(/C=C/C(=O)c2cc(-c3cc(OC)c(OC)c(OC)c3)ccc2O)cc(OC)c1OC
    76	.	68	83	79	46	56	26
> N/C(=N\N=C\c1ccc([N+](=O)[O-])cc1)c1c(N)nc(=S)[nH]c1-c1ccc(Cl)cc1Cl
    87	73	78	76	93	88	96	95
> COC(=O)C12C3C(=O)N(c4ccc(Cl)cc4)C(=O)C3C(c3cn(-c4ccccc4)nc3-c3ccccc3)N1[C@H](c1cn(-c3ccccc3)nc1-c1ccccc1)[C@@H]1C(=O)N(c3ccc(Cl)cc3)C(=O)[C@@H]12 (stereo partly specified)
    95	116	114	109	111	98	94	106
> CCCCCCCCCCC(C)Br (stereo unspecified)
    116	104	113	105	104	98	94	99
> CC1=C(C(=O)OCc2ccccc2)C(c2ccc(-n3cncn3)cc2)n2c(nc3ccccc32)N1 (stereo unspecified)
    .	51	.	53	81	13	.	65
> CN(C)c1nn2c(-c3ccccc3)nnc2o1
    102	100	114	123	113	97	96	115
> O=C(Nc1ccc(F)cc1)N1CCN(C(c2ccc(F)cc2)c2ccc(F)cc2)CC1
    109	76	81	103	87	78	83	58

Some entries already given, limited to MALME-3M and BT-549.
SMILES	MALME-3M	BT-549
COC1=C(Nc2ccccc2)C(=O)C(OC)=C(Nc2ccccc2)C1=O	.	113
NC(=O)Cc1ccccn1	110	105
COc1cc(N=C2C(=O)N(Cc3ccc(Cl)cc3)c3ccccc32)cc(OC)c1OC	86	95
Nc1ncnc2sc(-c3ccc(Cl)cc3)c(-c3ccccc3)c12	88	88
Cn1c(N)nc2c1c(=O)[nH]c(=O)n2C	118	104

The listing continues.
Results follow in this order: HS 578T	MALME-3M	MDA-MB-231	BT-549	SK-MEL-2	MCF7	LOX IMVI	T-47D
> O=c1nc(NCCCC(O)(P(=O)(O)O)P(=O)(O)O)c(F)cn1C1CC(O)C(CO)O1 (stereo unspecified)
    105	89	108	119	142	99	111	104
> CC(C)(C)OC(=O)NC1CCN(Cc2ccc3c(Cl)cc(Cl)c(O)c3n2)CC1
    72	64	50	98	104	38	31	46
> Fc1ccc(/C=C/c2cc(/C=C/c3ccc(F)cc3)n(-c3cc(F)cc(F)c3)n2)cc1
    114	98	101	98	91	89	102	80
> CCN(c1ccccc1)S(=O)(=O)c1cc(N)ccc1C
    93	99	94	.	98	107	94	96
> CC(Sc1nc2ccccc2c(=O)n1Cc1ccc(S(N)(=O)=O)cc1)C(=O)Nc1ccccc1 (stereo unspecified)
    99	142	89	122	96	93	91	101
> Cc1cc(C(C)(C)C)cc(C)c1O
    100	93	114	99	121	123	100	102
> CCCCCCOCCOCCCNC(=O)c1cccnc1
    116	155	103	107	110	104	109	99
> CSc1nc(CC(C)C)c(C#N)c(=O)n1C
    58	58	47	59	86	39	68	33
> COc1ccc2[nH]c(=O)c(/C=N/Nc3nc(-c4ccccc4)cs3)c(O)c2c1
    112	84	58	61	83	67	60	73
> COc1cc(-c2nc(C(=O)NCCCC(=O)NO)nn2-c2ccc(Cl)cc2)cc(OC)c1OC
    89	104	113	101	105	96	98	100
> C[C@@H]1CN2SN1C[C@@H]2C
    96	110	89	119	114	106	102	119
> Cc1ccc2c3c(c(=O)[nH]c2c1)C(c1ccc(Cl)cc1)c1c(ncn2nc(-c4ccco4)nc12)O3 (stereo unspecified)
    91	100	101	88	103	97	95	95
> CCOC(=O)c1c(C)nc2c(c1N)C(=O)C(=O)N2Cc1ccc(C(F)(F)F)cc1
    66	59	76	53	77	12	54	44
> OCc1cccc(-c2noc([C@@H]3CCCN4CCCC[C@H]34)n2)c1
    120	102	106	115	105	99	98	98
> Cc1ccc2ccc(C#N)cc2c1O
    108	107	102	83	108	96	94	97
> Cc1ccc(C)c(O)c1C
    .	105	107	.	125	96	105	121
> ClC(c1ccccc1)(c1ccccc1)c1cccc2ccccc12
    .	116	99	.	109	105	88	98
> COc1ccccc1N1CCN(CCn2c(=O)c3c(c4ccccc4n3C)n(C)c2=O)CC1
    99	110	90	99	60	93	96	64
> N#Cc1c(-c2cccs2)cc(-c2cnccn2)nc1SCC(=O)c1ccccc1
    113	.	102	102	105	80	98	94
> COc1ccc(C2OC(=O)C(O)=C2I)cc1OC (stereo unspecified)
    122	96	95	117	115	131	86	104

Other compounds follow.
Results follow in this order: HS 578T	MALME-3M	MDA-MB-231	BT-549	SK-MEL-2	MCF7	LOX IMVI	T-47D
> COc1ccc(-c2nc(N)ncc2Oc2ccccc2OC)c(O)c1
    36	48	52	36	17	23	34	35
> Cc1cc(C)nc(NS(=O)(=O)c2ccc(Nc3nc4nc(=S)[nH]c(-c5ccc(O)cc5O)c4c(=O)[nH]3)cc2)n1
    119	102	97	97	92	113	93	91
> NS(=O)(=O)c1ccccc1N/C=C/C(=O)c1cc2ccccc2oc1=O
    97	89	79	104	105	68	95	81
> O=S(=O)(Cc1ccccc1)C(Cl)(Cl)c1ccccc1
    96	109	84	92	99	108	85	98
> CS(=O)(=O)/C(C#N)=C/c1c[nH]c2ccccc12
    100	92	97	90	106	98	106	98
> CN(/N=N/c1nc[nH]c1C(N)=O)C(C)(C)C
    93	42	86	93	32	77	37	77
> CCOC(/C=C/c1ccccc1)OCC
    97	124	90	96	111	101	99	104
> COc1ccc(/C=N/C2=C(C#N)C(c3ccc([N+](=O)[O-])cc3)c3c(ccc4ccccc34)O2)cc1 (stereo unspecified)
    84	82	67	104	102	67	81	77
> COc1c(/C=N/N=c2sc(C(=O)c3cc4ccccc4o3)nn2-c2ccccc2)c(O)cc2oc(C)cc(=O)c12
    98	99	88	105	109	104	90	97
> Cc1cc2c(cc1Cl)C(=O)/C(=C/c1ccc(F)cc1)O2
    97	100	90	85	122	38	.	69
> COc1cc2nnc3c4cccnc4c(C#N)n3c2cc1OC
    121	133	113	.	.	92	102	105
> O=C(CN1CCCC1)NNc1ncnc2ccccc12
    104	103	101	117	116	93	115	95
> C=CCN(C#N)CC=C
    102	99	114	101	98	96	95	104
> COc1cc(CNC(=O)c2cc(OC)c(OC)c(OC)c2)ccc1OCC(=O)NO
    104	102	99	99	102	93	107	102
> C[C@@H]1NC(=O)[C@H](Cc2ccccc2)N(Cc2ccco2)C1=O
    100	96	98	100	105	101	100	91
> CCN(CC)c1ccc(C=Nc2ccc3c(O)cc(S(=O)(=O)O)cc3c2)cc1
    102	112	108	80	107	98	93	107
> Cc1cc(=O)n(C(=O)COc2ccc3c(C)c(Cc4ccccc4)c(=O)oc3c2C)[nH]1
    102	105	100	98	103	94	95	89
> CCNC(=O)CNC(=O)C(Cc1ccc([N+](=O)[O-])cc1)NC(=O)OC(C)(C)C (stereo unspecified)
    106	95	114	100	96	100	104	96
> COc1ccc(Nc2ncnc3onc(-c4ccccc4)c23)cc1
    98	105	102	90	96	95	100	89
> CCOc1ccc(N2C(=O)N(c3ccc(SC)cc3)C(=O)C2=S)cc1
    104	100	120	97	102	92	97	90

Continuation.
Results follow in this order: HS 578T	MALME-3M	MDA-MB-231	BT-549	SK-MEL-2	MCF7	LOX IMVI	T-47D
> COc1ccc(C/C(C)=C(/c2ccc(OCCN3CCOCC3)cc2)c2ccc(OC(=O)c3ccccc3)cc2)cc1
    99	116	105	105	106	70	99	61
> COc1ccc(-c2ccn(CC(=O)N3CCOCC3)n2)cc1OC1CCCC1
    91	101	103	117	106	93	99	.
> O=C(O)c1cn(C2CC2)c2cc(N3CCN(CCCN4C(=O)c5ccccc5C4=O)CC3)c(F)cc2c1=O
    105	98	110	111	110	100	97	111
> OC1Cc2ccccc2C1
    96	95	.	97	107	86	93	102
> C=CS(=O)(=O)CCO
    112	127	101	111	99	109	99	116
> O=C(/C(=C\c1ccccc1)c1ccccc1)c1ccccc1
    113	94&102	115	79&92	101	77&98	86	73&87
> CCCC1(CCC)NC(=O)NC1=O
    101	107	106	89	102	96	97	98
> Cc1ccc(C)n1/C=C/n1c(C)ccc1C
    113	117	99	91	109	106	105	90
> O=C1CCC23OC(c4ccccc4)(C(=O)c4ccccc4N12)C1Nc2ccccc2SCC(=O)N13 (stereo unspecified)
    55	71	52	59	75	65	69	34
> O=C(/C=C/c1ccc(F)cc1)c1ccc(O)cc1
    107	118	100	103	115	30	63	94
> COc1ccc(-c2cc(=O)c3ccc(O)cc3o2)cc1
    110	140	86	102	91	116	101	110
> CSc1nc2c(c(=O)n1C)C(c1ccc(Cl)cc1)C1=C(N2)/C(=C/c2ccc(Cl)cc2)CCC1 (stereo unspecified)
    115	106	102	90	97	92	.	90
> C#C[C@]1(O)CC[C@H]2[C@@H]3CC=C4c5sc(-c6cccc(C)c6)nc5CC[C@]4(C)[C@H]3CC[C@@]21C
    41	83	60	71	87	35	55	79
> COc1ccc(-c2cs/c(=N\N=C\c3ccc(Cl)cc3)n2-c2ccccc2)cc1
    99	84	92	101	104	85	103	92
> C[C@H]1C(=O)C23CCC1C[C@@]21O[C@@H]2C(C)(C)C=CC(=O)C23COC1=O
    109	110	118	106	104	100	94	98
> O=C(CCCCCC1CCCCC1)OCC1CCCO1 (stereo unspecified)
    97	137	124	.	.	108	106	107
> Nc1ccc(I)cc1
    98	108	69	80	97	93	59	80
> CC1(C)CCc2cc(-c3ccn(S(=O)(=O)c4ccc(C(C)(C)C)cc4)n3)ccc2O1
    85	105	98	.	58	78	96	52
> O=C1CCC23C=CC(O2)C2(Nc4ccccc4NC2=O)c2cc(Cl)ccc2N13 (stereo unspecified)
    105	87	96	108	93	95	98	103
> CCCCN(CCCC)CC(C)(C)C(O)c1ccc(OC)c2ccccc12 (stereo unspecified)
    56	47	71	57	77	45	67	53

Further results follow.
Results follow in this order: HS 578T	MALME-3M	MDA-MB-231	BT-549	SK-MEL-2	MCF7	LOX IMVI	T-47D
> CC1(C)OC(=O)C2(c3ccccc3-c3ccccc32)C1NC1CCCCC1 (stereo unspecified)
    124	120	103	.	111	99	101	108
> COc1c(C)cnc(CSc2nc(-c3ccccc3)cn2-c2ccc(Cl)cc2)c1C
    98	89	87	59	95	89	105	66
> CCC1CCCCN1C(=S)N/N=C(\C)c1ccccn1 (stereo unspecified)
    -3.9*	-13*	22	31	-12*	13	6.4*	4.6*
> Cc1ccc(S(=O)(=O)NC(=O)O/N=C/c2ccc3c(c2)OCO3)cc1
    103	.	100	104	99	94	102	111
> COC(OC)C(C)c1ccccc1 (stereo unspecified)
    108	110	104	90	103	93	95	87
> O=C(CCl)Nc1ccccc1SCc1cc(Cl)cc2c1OCOC2
    102	-69*	89	72	.	56	-76*	56
> COc1ccc(C(=O)c2ccc(Cl)cc2)c(OC)c1OC
    122	123	112	124	127	106	105	114
> Cc1nc(Nc2ccc(N)cc2)c2ccccc2n1
    104	98	94	104	101	76	91	101
> O=[N+]([O-])c1cc(Br)c2cccc3c2c1CC3
    130	120	87	114	118	89	109	101
> O=C1/C(=C/C2=Cc3ccccc3OC2)SC(=S)N1c1cccc(O)c1
    89	83	94	89	102	84	95	77

Some of the entries so far, with tabs:
mol	HS 578T	MALME-3M	MDA-MB-231	BT-549	SK-MEL-2	MCF7	LOX IMVI	T-47D
O=C(CCl)Nc1ccccc1SCc1cc(Cl)cc2c1OCOC2	102	-69*	89	72	.	56	-76*	56
O=[N+]([O-])c1cc(Br)c2cccc3c2c1CC3	130	120	87	114	118	89	109	101
Cc1nc(Nc2ccc(N)cc2)c2ccccc2n1	104	98	94	104	101	76	91	101
COC(OC)C(C)c1ccccc1 (stereo unspecified)	108	110	104	90	103	93	95	87
COc1ccc(C(=O)c2ccc(Cl)cc2)c(OC)c1OC	122	123	112	124	127	106	105	114
CCC1CCCCN1C(=S)N/N=C(\C)c1ccccn1 (stereo unspecified)	-3.9*	-13*	22	31	-12*	13	6.4*	4.6*
O=C1/C(=C/C2=Cc3ccccc3OC2)SC(=S)N1c1cccc(O)c1	89	83	94	89	102	84	95	77
